NRP1-CendR mod: alters CendR peptide binding to human NRP-1 | AID 602438 | FAM-RPARPAR peptide binding to NRP-1, fluorescence polarization | O14786 | inhibition, % at 25 µM | 360,000 tested, 0.85% active;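 active = inhibition or corrected inhibition above about 18%, plus a signal ratio from 0.5 to 1.5, limit read from the data, passing the limit was not always enough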; also: strong numbers were not always called active
Neddyl block: cullin neddylation inhibition; P61081+Q13564; TR-FRET cullin neddylation, biochemical; calls only at 25 µM; 360,000 tested, 0.58% active; AID 651699; in the data active = inhibition above about 36%
bovine MsrA act: bovine methionine sulfoxide reductase A activation; purified bovine MsrA, absorbance read-out; activation, % at 10.6 µM; 360,000 tested, 0.3% active; in the data active = activation above about 7.5%;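 also: 0% = vehicle and 100% = reference activator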
SKN-1 block: inhibitors of C. elegans SKN-1; C. elegans VP596 Pgst-4::GFP/RFP ratio, acrylamide-induced, 24 h; inhibition, % at 21.8 µM; 360,000 tested, 0.49% active;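 active = interference check ratio from 0.5 to 1.5 plus GFP to RFP signal ratio inhibition reaching or exceeding a fixed threshold, cut at about 30% in these data, passing the limit was not always enough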; also: some compounds called inactive have numbers as strong as hits
MT1-MMP act inh: inhibitors of human MT1-MMP activation. GFP/RFP ratio change, % at 20 µM. AID 651647. HT1080 RFP-PRO-GFP cells, GFP/RFP ratio fluorescence, overnight; percent of plate control window, DMSO zero. P50281. 360,000 tested, 0.061% active;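 active = GFP/RFP ratio change of at least 30% with cell ATP level not reduced by more than half and red fluorescence within 50% of control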; also: strong numbers were not always called active
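Compound: 20 µM single dose, 1% DMSO / System: HT1080 RFP-PRO-GFP cells / Controls: DMSO and RFP-L50D-GFP cell wells / Read-out basis: GFP/RFP fluorescence ratio / Schedule: overnight compound exposure at 37 °C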
FAS TE block: FAS thioesterase (human) inhibition; recombinant FAS-TE, OMFH fluorogenic substrate, fluorescence endpoint; inhibition, % at 15 µM; 360,000 tested, 0.67% active; AID 602261;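 active = compounds whose normalised, plate-corrected inhibition of enzyme fluorescence in the single-dose primary screen is 50% or more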;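 also: 0% = DMSO with enzyme and 100% = substrate without enzyme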
Target sequence (P49327 whole entry, looked up): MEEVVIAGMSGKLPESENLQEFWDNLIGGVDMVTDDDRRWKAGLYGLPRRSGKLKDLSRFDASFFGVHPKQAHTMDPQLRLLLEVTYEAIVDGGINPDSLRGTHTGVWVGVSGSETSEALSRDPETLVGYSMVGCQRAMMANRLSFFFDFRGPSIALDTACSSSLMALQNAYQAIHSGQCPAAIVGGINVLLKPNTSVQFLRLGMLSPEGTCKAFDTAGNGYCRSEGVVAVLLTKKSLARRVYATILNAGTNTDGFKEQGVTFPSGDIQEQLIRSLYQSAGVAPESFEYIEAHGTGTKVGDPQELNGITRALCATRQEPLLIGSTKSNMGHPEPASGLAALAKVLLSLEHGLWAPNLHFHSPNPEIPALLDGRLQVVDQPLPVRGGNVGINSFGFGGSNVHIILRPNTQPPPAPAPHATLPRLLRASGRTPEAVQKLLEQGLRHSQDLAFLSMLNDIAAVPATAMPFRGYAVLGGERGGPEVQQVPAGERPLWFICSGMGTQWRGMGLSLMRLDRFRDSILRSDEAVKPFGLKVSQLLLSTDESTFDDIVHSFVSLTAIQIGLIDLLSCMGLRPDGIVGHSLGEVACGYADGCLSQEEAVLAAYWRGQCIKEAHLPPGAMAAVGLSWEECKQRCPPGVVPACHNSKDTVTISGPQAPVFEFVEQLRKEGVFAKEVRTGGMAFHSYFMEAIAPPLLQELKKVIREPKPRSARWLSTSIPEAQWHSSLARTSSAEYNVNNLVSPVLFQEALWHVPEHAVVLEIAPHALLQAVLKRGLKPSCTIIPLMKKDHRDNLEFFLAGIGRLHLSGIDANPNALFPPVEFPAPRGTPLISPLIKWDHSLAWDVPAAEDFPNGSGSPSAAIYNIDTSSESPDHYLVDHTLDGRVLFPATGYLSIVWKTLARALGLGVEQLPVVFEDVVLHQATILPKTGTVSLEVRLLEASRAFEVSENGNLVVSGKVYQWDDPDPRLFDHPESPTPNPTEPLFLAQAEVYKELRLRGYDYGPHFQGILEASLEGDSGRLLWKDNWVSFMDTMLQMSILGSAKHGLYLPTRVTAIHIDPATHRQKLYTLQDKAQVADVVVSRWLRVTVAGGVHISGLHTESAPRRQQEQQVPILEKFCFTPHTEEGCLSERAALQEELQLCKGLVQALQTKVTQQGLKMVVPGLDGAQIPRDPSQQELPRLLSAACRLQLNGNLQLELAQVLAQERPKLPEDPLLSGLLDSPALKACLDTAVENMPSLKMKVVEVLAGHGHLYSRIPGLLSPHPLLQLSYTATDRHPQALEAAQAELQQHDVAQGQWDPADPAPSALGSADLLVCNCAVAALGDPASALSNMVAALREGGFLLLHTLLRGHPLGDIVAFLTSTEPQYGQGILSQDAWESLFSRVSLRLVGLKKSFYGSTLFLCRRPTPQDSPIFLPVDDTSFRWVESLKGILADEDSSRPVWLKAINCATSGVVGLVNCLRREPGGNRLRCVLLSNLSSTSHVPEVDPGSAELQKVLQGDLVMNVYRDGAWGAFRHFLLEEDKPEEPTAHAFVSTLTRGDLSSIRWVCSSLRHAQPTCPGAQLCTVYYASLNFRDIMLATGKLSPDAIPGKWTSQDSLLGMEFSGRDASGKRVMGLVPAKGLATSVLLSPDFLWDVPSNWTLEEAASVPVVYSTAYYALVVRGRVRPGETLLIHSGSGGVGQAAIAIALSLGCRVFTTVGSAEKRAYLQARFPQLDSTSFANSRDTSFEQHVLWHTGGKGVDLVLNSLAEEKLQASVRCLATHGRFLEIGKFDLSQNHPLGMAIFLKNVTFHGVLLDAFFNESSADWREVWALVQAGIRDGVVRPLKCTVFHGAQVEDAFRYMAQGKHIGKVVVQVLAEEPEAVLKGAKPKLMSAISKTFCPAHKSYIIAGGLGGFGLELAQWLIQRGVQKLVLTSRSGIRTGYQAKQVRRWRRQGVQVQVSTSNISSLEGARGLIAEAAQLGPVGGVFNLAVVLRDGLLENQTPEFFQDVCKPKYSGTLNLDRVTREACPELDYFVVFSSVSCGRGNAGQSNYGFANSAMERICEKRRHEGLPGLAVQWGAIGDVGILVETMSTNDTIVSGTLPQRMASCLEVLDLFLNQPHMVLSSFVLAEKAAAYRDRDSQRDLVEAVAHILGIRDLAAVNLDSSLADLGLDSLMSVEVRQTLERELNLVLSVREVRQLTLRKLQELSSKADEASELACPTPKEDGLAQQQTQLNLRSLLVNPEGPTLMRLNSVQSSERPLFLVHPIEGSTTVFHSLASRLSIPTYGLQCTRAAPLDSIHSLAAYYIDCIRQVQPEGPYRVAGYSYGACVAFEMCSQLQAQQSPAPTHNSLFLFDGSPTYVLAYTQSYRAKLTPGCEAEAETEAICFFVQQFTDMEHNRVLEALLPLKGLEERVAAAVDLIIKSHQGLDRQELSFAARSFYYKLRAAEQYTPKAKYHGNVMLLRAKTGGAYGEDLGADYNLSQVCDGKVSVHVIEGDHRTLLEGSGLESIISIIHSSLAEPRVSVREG
MsrA inh: bovine MsrA inhibition | purified bovine MsrA, absorbance read-out | AID 651718 | inhibition, % at 15.5 µM | 360,000 tested, 0.75% active; in the data active = inhibition above about 4.5%;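 also: 0% = vehicle wells with enzyme and 100% = reference inhibitor wells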
Rin1 Abl inh: human Rin1-Abl interaction inhibition | inhibition, % at 7.35 µM | 360,000 tested, 0.4% active | AID 588664 | P00519+Q13671 | TR-FRET Rin1/Abl binding, biochemical; in the data active = inhibition above about 5%, passing the limit was not always enough
E coli Lon inh: inhibitors of E. coli Lon protease; P0A9M0; purified E. coli Lon protease, fluorescence polarization; inhibition, % at 7.94 µM; 360,000 tested, 0.42% active; in the data active = inhibition above about 13%, passing the limit was not always enough;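 also: 0% = enzyme with probe and DMSO and 100% = no enzyme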
The depositor's hits bear a star; i = inactive; . = no result given.

Screens in order – NRP1-CendR mod	Neddyl block	bovine MsrA act	SKN-1 block	MT1-MMP act inh	FAS TE block	MsrA inh	Rin1 Abl inh	E coli Lon inh
1. Cc1cc(C)n(-c2ccc(C(=O)OCc3nnc(-c4ccccc4)o3)cc2)n1
    -1	i	-2	-9	0	-5	0.3	3	-7
2. COc1ccc2nc(N/C(N)=N/C(=S)Nc3c(C)cccc3C)nc(C)c2c1
    -7	i	-2	11	-5	13	0.6	-1	-8
3. NC(=O)C1CCN(c2ccc(S(=O)(=O)N3CCCCC3)cc2[N+](=O)[O-])CC1
    2	i	-2	21	6	-6	-0.2	-1	17
4. COc1ccc(OC)c(S(=O)(=O)n2c([N+](=O)[O-])cnc2C)c1
    -1	i	-9	-5	2	-2	0.2	-1	-4
5. O=C(c1cccc([N+](=O)[O-])c1)N1CCOCC1
    -4	i	-2	-6	3	-13	1.8	-4	5
6. CN1C(C(=O)NCc2cccc(C(F)(F)F)c2)CC2Cn3c(nc4ccccc43)C21 (configuration not stated)
    2	i	-4	7	1	4	0.3	4	-11
7. O=C(COC(=O)/C=C/c1ccco1)Nc1ncc(C(F)(F)F)cc1Cl
    -31	i	-1	19	-4	5	-1.3	1	7
8. COc1ccc(OC)c(NC(=O)CN2C(=O)CSc3ccc(S(=O)(=O)N4CCCC4)cc32)c1
    -2	i	-4	0	-11	4	-0.3	7	-1
9. Cc1cc(C)cc(C(=O)Nc2ccc(N3CCN(S(C)(=O)=O)CC3)cc2)c1
    3	i	-3	-5	1	-4	-1.2	0	-1
10. C(=N\c1nccs1)/c1c[nH]c2ccccc12
    -20	i	-4	-4	-1	-16	0.9	-2	-8
11. COc1ccc(Cc2nnc(N/N=C/c3ccccc3O)[nH]c2=O)cc1OC
    8	i	-7	2	-5	-16	3.1	1	1
12. Cc1ccc(S(=O)(=O)NC(=O)NCCc2ccccc2)cc1
    10	i	-1	3	-4	-8	-2.1	1	-7
13. CN(C)c1ccc(NC(=O)COC(=O)CCC(=O)c2ccc(F)cc2)cc1
    -11	i	0	1	-6	-4	0.2	-4	-5
14. CCN(CC)C(=O)C1CCCN(c2ccc([N+](=O)[O-])cc2)C1 (configuration not stated)
    -6	i	-1	3	4	0	1.0	-8	3
15. CCCS(=O)(=O)N1CCN=C1SCc1cccc(C)c1
    4	i	-1	12	1	2	-0.5	3	-4
16. O=C(CN1CCN(CCOCCO)CC1)N1c2ccccc2Sc2ccc(Cl)cc21
    1	i	2	-2	-3	0	.	-1	-6
17. CC(C)COc1nc2ccccc2nc1N1CCN(C)CC1
    -1	i	-2	28	-1	0	1.7	2	7
18. COc1ccc(CC(=O)NNC(=O)c2c(-c3ccccc3Cl)noc2C)cc1OC
    1	i	-3	-1	-2	-7	-1.6	-2	4
19. O=C(Nc1ccc2c(c1)OCCO2)C1c2ccccc2OCC(=O)N1CCc1c[nH]c2ccccc12 (configuration not stated)
    -10	i	8.0*	-5	8	5	-0.4	.	-1
20. CC(C)Cn1c(=O)oc2ccccc21
    -3	i	-2	2	0	-1	-0.5	2	-2
21. COc1ccc(OC)c(NC(=O)C2(C)CCN2C(C)C)c1 (configuration not stated)
    -3	i	-5	19	-2	0	-0.9	3	13
22. CC(=O)O[C@H]1c2ccccc2-c2ccccc2[C@@H]1OC(C)=O
    1	i	0	-3	-1	5	-0.3	1	-4
23. CC(=O)Nc1ccc(S(=O)(=O)N2CCN(c3nc(NC4CCCC4)c4ccccc4n3)CC2)cc1
    6	i	-4	0	-1	34	-0.2	11*	7
24. O=C1C2C3CCC(C3)C2C(=O)N1Cc1ccccc1 (configuration not stated)
    6	i	-3	-1	-6	-6	-1.2	-3	-2
25. O=C(CN(Cc1ccccc1)C(=O)c1csnn1)NCc1ccc2c(c1)OCO2
    3	i	-12	-20	.	0	-0.9	3	-4
26. CCOC(=O)N1CCN(C(=O)c2ccc(NS(C)(=O)=O)cc2)CC1
    0	i	-7	-4	5	-6	1.6	3	-1
27. CCOc1ccc(NC(=O)N2CCC(NC(=O)C(Cc3cccc(F)c3)NC(C)=O)CC2)cc1 (configuration not stated)
    0	i	-3	7	0	-4	-0.1	2	-2
28. O=c1[nH][nH]c2c1[C@H](CCc1cccc(Cl)c1)O[C@H](C1CCCC1)C2
    2	i	-2	-10	7	-125	-1.0	.	2
29. CN(c1ncc(C(F)(F)F)cc1Cl)N1C(=O)c2cccc(N)c2C1=O
    1	i	0	2	-6	18	-0.4	1	3
30. Clc1cccc(Cc2c(-c3cccc(Br)c3)nc3c4ccccc4ccn23)c1
    -16	i	-2	16	-1	23	0.3	.	-5

Down the list, from the results shown.
Nos. 10–18 in Rin1 Abl inh read -2, 1, 1, -4, -8, 3, -1, 2, -2

Continued:
Screens in order – NRP1-CendR mod	Neddyl block	bovine MsrA act	SKN-1 block	MT1-MMP act inh	FAS TE block	MsrA inh	Rin1 Abl inh	E coli Lon inh
31. Nc1cccc2nc3ccccc3cc12
    8	.	-1	8	0	0	.	-6	-5
32. CC(NC(=O)CSc1ncccn1)c1ccc2c(c1)OCO2 (configuration not stated)
    0	i	-7	0	-3	-8	0.5	2	8
33. COc1ccc(CC(=O)Nc2ccc(-c3nnc(-c4ccccc4)o3)cc2)cc1OC
    -22	i	-2	10	11	-2	.	1	-1
34. O=C(NCc1ccc2c(c1)OCO2)c1ccc(Cl)c(S(=O)(=O)NCc2ccccc2)c1
    0	i	-2	18	0	12	0.1	-1	-10
35. CC(=O)Nc1ccc(S(=O)(=O)NCC(=O)OCc2cc(=O)oc3ccc4ccccc4c23)cc1
    3	.	-5	-2	-2	3	1.9	-2	-3
36. CCOC(=O)C1CCN(S(=O)(=O)c2ccc(OC)c(OC)c2)CC1
    -2	i	1	2	-2	-14	0.1	-2	-3
37. C[C@H](NC(N)=O)C(=O)Nc1ccc(N2CCOCC2)c(S(=O)(=O)Nc2ccc(Cl)cc2)c1
    3	i	-1	4	-2	-6	-1.2	-1	-5
38. O=C(c1cccc([N+](=O)[O-])c1)N1CC2C3C=CC(C3)C2C1 (configuration not stated)
    -24	i	1	14	-3	1	-1.1	0	-3
39. O=C(COc1cccc(Cl)c1Cl)NC1CC1
    -4	i	-4	2	5	-3	0.4	-1	1
40. COc1cc(C(=S)N2CCCCC2)ccc1OCC(=O)Nc1ccc(F)cc1
    3	i	-3	15	-6	6	0.4	-3	-6
41. COc1ccc(NC(=O)c2cc3ccc(O)cc3o/c2=N\O)cc1
    2	i	-3	-26	1	-83	2.5	0	-23
42. Brc1ccc(/C=N/N2CCN(C3c4ccccc4-c4ccccc43)CC2)s1
    12	i	-3	0	2	23	-0.6	-5	9
43. Cc1ccc(CNC(=O)CCCn2c(=O)c3ccccc3n(CC(=O)NCc3ccco3)c2=O)cc1
    4	i	-1	17	2	0	-0.4	-1	3
44. CC(=O)N1N=C(C)CC1c1ccc(O)cc1 (configuration not stated)
    3	i	0	3	-4	-6	0.2	2	0
45. Cc1cc(-c2nnc(CCC(=O)N3CCN(Cc4cccc(F)c4)CC3)o2)c(C)o1
    -2	i	-2	8	-3	-2	-0.2	-2	-1
46. Cn1cccc1C(=O)NC(=O)COC(=O)CNC(=O)c1ccc(Cl)cc1Cl
    -1	i	-2	-12	-1	-4	.	2	-7
47. CN(C)CCN(C(=O)C1CCN(S(=O)(=O)c2cccs2)CC1)c1nc2ccc(F)cc2s1
    18	i	-3	5	3	21	-1.2	-1	6
48. Cc1ccc(Nc2ncnc(N)n2)cc1C
    15	i	-2	-7	1	-10	-2.1	-1	1
49. Cc1nn(Cc2ccccc2)c2ncccc12
    9	i	-1	6	4	-4	-1.4	-1	2
50. CC1(C)CC(=O)C(C=NCCN2CCN(C(=O)CC3CCCC3)CC2)=C(O)C1
    -14	i	0	0	3	-5	1.1	6	-5
51. COc1ccc(CN2C(=O)[C@@H]3C(c4ccccc4Cl)=NO[C@@H]3C2=O)cc1
    1	i	1	3	-1	9	0.1	-1	2
52. CCOc1ccc(OCc2ccc(C(=O)NCC3CCCO3)o2)cc1 (configuration not stated)
    -28	i	3	0	-2	-6	-0.8	-3	-1
53. CCOC(=O)C1CCN(C(c2cc3ccc(C)cc3[nH]c2=O)c2nnnn2C2CCCCC2)CC1 (configuration not stated)
    -96	i	-2	6	-8	12	0.6	5	3
54. Cc1ccc(CSC2=Nc3ccccc3C3=NC(CC(=O)NCc4ccco4)C(=O)N23)cc1 (configuration not stated)
    -14	i	-1	14	-3	2	0.0	0	2
55. Cn1ccsc1=NC(=O)c1ccc(S(=O)(=O)C(F)F)cc1
    -5	i	-2	12	1	2	2.1	3	-6
56. CCOC(=O)c1[nH]c2ccc(OC)cc2c1NC(=S)N1CCN(c2ccccn2)CC1
    6	i	-2	5	3	-4	1.0	-3	-13
57. O=C(CCCOc1ccccc1)n1nnc2ccccc21
    -9	i	4	-2	8	-7	3.2	-4	5
58. CN(C)S(=O)(=O)c1cccc(C(=O)NCC(=O)NC2CCN(Cc3ccccc3)CC2)c1
    0	i	4	12	0	-5	0.3	0	5
59. O=C(CC(=O)N1CCOCC1)N1CCOCC1
    6	i	-4	-15	1	-6	-0.3	-2	-8
60. COc1cc(NC(=O)CSc2nnnn2Cc2ccccc2)cc(OC)c1
    0	i	-7	6	1	10	-0.1	2	-2
61. CCOC(=O)c1c(NC(=O)c2ccc(S(=O)(=O)N3CCOCC3)cc2)sc2c1CC(C)(C)NC2(C)C
    3	i	-9	-10	0	-1	0.8	4	-1
62. CC(OC(=O)c1cccnc1)C(=O)Nc1ccc2c(c1)OCO2 (configuration not stated)
    4	i	-9	-8	3	-8	-0.8	-2	-5
63. COc1cc(C(=O)Nc2nc3ccc(C)cc3s2)ccc1OCc1c(C)noc1C
    -5	i	-2	6	-2	10	-1.5	4	-4
64. CCC(=O)c1cccc(-c2ccccc2)c1CC
    7	i	-11	-17	-2	21	-0.6	3	6

3 of the compounds above, screen by screen:
[9] Cc1cc(C)cc(C(=O)Nc2ccc(N3CCN(S(C)(=O)=O)CC3)cc2)c1
[34] O=C(NCc1ccc2c(c1)OCO2)c1ccc(Cl)c(S(=O)(=O)NCc2ccccc2)c1
[1] Cc1cc(C)n(-c2ccc(C(=O)OCc3nnc(-c4ccccc4)o3)cc2)n1

assay / compound,9,34,1
NRP1-CendR mod,3,0,-1
Neddyl block,i,i,i
bovine MsrA act,-3,-2,-2
SKN-1 block,-5,18,-9
MT1-MMP act inh,1,0,0
FAS TE block,-4,12,-5
MsrA inh,-1.2,0.1,0.3
Rin1 Abl inh,0,-1,3
E coli Lon inh,-1,-10,-7
